# AMA1-RON2 inh – inhibitors of Plasmodium falciparum AMA1-RON2 interaction; AlphaScreen AMA1-biotinylated RON2 peptide binding; Potency, µM (titrated, usually from 58.2 µM), for inactives: at the top dose activity change, negative = inhibition, hits mostly inhibitors; 360,000 tested, 0.2% active; AID 720542;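 further: potency means the concentration at half of the fitted maximal effect; 0% = vehicle wells and -100% = peptide control; nearly all actives have a fitted effect of over 45% in size; some results filed as inactive show a strong effect at the top dose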
#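 AMA1 (3D7) with his tag at 25 nM final met compounds first, then biotinylated RON2 peptide at 25 nM; detection used donor plus acceptor beads, 10 µg/mL apiece, read by AlphaScreen after 30 min at room temperature.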
# AmpC inh no detg – AmpC beta-lactamase inhibition without detergent; Potency, µM (top dose mostly 57.1 µM), inactives show at the highest dose activity change, negative = inhibition, actives largely listed as inhibitors; 330,000 tested, 0.52% active; AmpC nitrocefin hydrolysis, absorbance 480 nm, 0.0001% Triton;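 further: potency means the concentration at half of the fitted maximal effect; plate controls were no compound for no effect and no enzyme for full effect; nearly all actives have a fitted effect of over 20% in size; some results filed as inactive show a strong effect at the top dose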
# Target sequence (P00811 whole entry, looked up): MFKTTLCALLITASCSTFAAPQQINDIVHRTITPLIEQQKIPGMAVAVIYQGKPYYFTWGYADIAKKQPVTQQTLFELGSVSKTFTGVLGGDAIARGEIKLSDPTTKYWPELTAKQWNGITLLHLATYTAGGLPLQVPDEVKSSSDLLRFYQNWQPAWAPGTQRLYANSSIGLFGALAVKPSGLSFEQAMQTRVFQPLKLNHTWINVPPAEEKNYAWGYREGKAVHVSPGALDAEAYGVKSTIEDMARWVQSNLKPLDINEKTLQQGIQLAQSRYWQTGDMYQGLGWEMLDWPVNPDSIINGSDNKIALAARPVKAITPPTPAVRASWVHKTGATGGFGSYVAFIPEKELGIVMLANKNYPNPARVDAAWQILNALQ
#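 20 mM phosphate pH 7.0 + 0.01% (detergent screen) or 0.0001% Triton X-100; 5.3 nM AmpC reagent; cpd preinc 15 min RT; nitrocefin (800 uM stock) to start; A480 q20 s × 4 min; Activity was normalised to no-enzyme and no-compound control wells.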
# HCMV inh – human cytomegalovirus inhibition; HFF cells, HCMV-luciferase reporter, 72 h; active compounds read low; activity change, negative = inhibition, % at 57.5 µM; 410,000 tested, 4.5% active; AID 1259415; in the data active means activity change below about -60%; inconclusive means no clear call, values can overlap the other calls; inactive means above about -39%
#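 Two compound doses tested in HFFs infected with HCMV-luciferase, MOI 1 PFU/cell, 72 h at 37C. Lysate luminescence read with OneGlo; data normalized against buffer-only and 10uM Salinomycin inhibitor controls.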
# AmpC detergent – blocks E. coli AmpC beta-lactamase in detergent assay; AmpC hydrolysis of nitrocefin, absorbance 480 nm, 0.01% Triton; Potency, µM (highest dose often 114 µM), for the others: top-dose activity change, negative = inhibition, usual class: inhibitors; 370,000 tested, 0.041% active; AID 485294;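 further: potency means the concentration at half of the fitted maximal effect; 0% = no-compound wells and -100% = no-enzyme wells; nearly all actives have a fitted effect of over 25% in size; some results filed as inactive show a strong effect at the top dose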
#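 20 mM phosphate pH 7.0 + 0.01% (detergent screen) or 0.0001% Triton X-100; 5.3 nM AmpC reagent; cpd preinc 15 min RT; nitrocefin (800 uM stock) to start; A480 q20 s × 4 min; Activity was normalised to no-enzyme and no-compound control wells.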
# LmPK inhibitor – inhibitors of Leishmania mexicana pyruvate kinase. Q27686. purified LmPK, Kinase-Glo ATP luminescence, 1 h. Potency, µM (series often up to 57.5 µM), without a hit: top-dose activity change, negative = inhibition, hits mostly inhibitors. 290,000 tested, 0.37% active. AID 1721; further: potency means the concentration at half of the fitted maximal effect
# Target sequence (Q27686 whole entry, looked up): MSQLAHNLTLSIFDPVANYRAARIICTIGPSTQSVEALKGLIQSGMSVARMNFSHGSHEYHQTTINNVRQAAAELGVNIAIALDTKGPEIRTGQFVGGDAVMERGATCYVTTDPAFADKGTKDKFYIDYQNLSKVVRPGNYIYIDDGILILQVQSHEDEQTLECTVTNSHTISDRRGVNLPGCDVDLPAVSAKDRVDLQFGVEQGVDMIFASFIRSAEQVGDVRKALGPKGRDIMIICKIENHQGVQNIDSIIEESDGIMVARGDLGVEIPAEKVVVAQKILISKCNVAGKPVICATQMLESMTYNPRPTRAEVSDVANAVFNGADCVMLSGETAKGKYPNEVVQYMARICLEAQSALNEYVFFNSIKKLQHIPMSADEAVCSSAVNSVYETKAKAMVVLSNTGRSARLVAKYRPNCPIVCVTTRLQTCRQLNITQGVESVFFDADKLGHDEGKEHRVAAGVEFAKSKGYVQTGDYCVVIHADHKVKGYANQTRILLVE
#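 In 50 mM imidazole pH 7.2 with 7 mM MgCl2, LmPK (0.1 nM) turned over PEP (0.5 mM) and ADP (0.1 mM) for 1 h at room temperature. Luciferase read-out of ATP.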
# HCV inh – HCV inhibition; Potency, µM (titrated, usually from 41.8 µM), without a hit: at the highest dose activity change, negative = inhibition, actives largely listed as inhibitors; Huh7.5.1 HCVcc-Cre infection, luciferase reporter, 44 h; 340,000 tested, 3.4% active; further: potency means the concentration at half of the fitted maximal effect
#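 Cells seeded at 1,000/well and cultured 4 h, then compounds added followed by HCVcc-Cre virus (~0.5 moi). After 44 h further culture, luciferase substrate was added, plates held 15 min at room temperature, and luminescence read for 15 sec.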
# Tb PYK inh – T. brucei pyruvate kinase inhibition | TbPYK enzyme, Kinase-Glo Plus ATP luminescence, 45 min | 410,000 tested, 0.12% active | Potency, µM (highest dose often 76.8 µM), inactives show at the highest dose activity, negative = inhibition, usual class: inhibitors | Q57TT1; further: potency means the concentration at half of the fitted maximal effect; nearly all actives have a fitted effect of over 50% in size
#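 Luminescence from Kinase-Glo Plus, added after a 45-minute room-temperature reaction, served as the end-point read-out. The enzyme and substrate were preincubated with compound before ADP (130 uM final) initiated turnover. Concentration-effect curves came from normalized qHTS data.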
# * = called active by the depositor; ? = inconclusive; nt = no result given; [ ] = dose if it differs, or a comment. Unless noted, the call rests on the fitted dose curve; in most records, active means well fitted curve in the direction sought with a large enough effect; inconclusive means small, poorly fitted or top-dose-only effect, or another doubt; inactive means no such curve, though single readings can be large; an effect the other way counts as inactive or inconclusive. Unless noted, on the % scale 0 is the no-effect control and ±100 the full control effect.
# Second line of a record: HCV inh | HCMV inh | LmPK inhibitor | AmpC detergent | AmpC inh no detg | Tb PYK inh | AMA1-RON2 inh
1) COc1ccc(NC(=O)Nc2ccc3oc(C)nc3c2)cc1
    -4% | -4 | -1% | -7% | -22% | -1% | -5%
2) OCCn1c(-c2ccccc2)csc1=Nc1ccccc1
    ? | 10 | -1% | -10% | -3% | -13% | -16%
3) Cc1ccc(C(=O)Nc2ccc3nc(C)sc3c2)s1
    -25% | 88 | 2% | -9% | -24% | -7% | -13%
4) O=C(Nc1c2c(nn1-c1ccccc1)CS(=O)(=O)C2)c1ccco1
    nt | -8 | 2% | 3% | -11% | 8% | -3%
5) CC(C)(C)C(=O)Nc1ccccc1C(=O)NCCC(=O)Nc1ccccc1
    -11% | -7 | nt | 2% | -3% | 2% | 2%
6) Cc1ccc2c(nc3s/c(=C/c4cccs4)c(=O)n32)c1C
    6% | 4 | 0% | ? | -12% | -6% | -1%
7) CCOc1ccc(NC(=O)c2cnsn2)cc1
    4% | 73 | -22% | 1% | -20% | -4% | 60%[activator]
8) Cn1cccc1C(=O)Nc1nccs1
    -12% | 102 | ? | -19% | -12% | -4% | -10%
9) O=C(NCCOc1ccc(Cl)cc1)C1CC(=O)N(c2ccc(F)cc2)C1 (stereo not drawn)
    -4% | ? | 5% | -11% | 41% | 8% | 9%
10) COc1cccc(/C=C2\SC(=N)N(c3ccc(F)cc3)C2=O)c1
    -19% | -13 | -4% | -15% | -22% | 3% | 4%
11) CCOC(=O)c1cn(CC)c2ccc(Br)cc2c1=O
    6% | 8 | -4% | -12% | -8% | -21% | -11%
12) CC(/C=N/N1C(=O)CSC1=S)=C\c1ccccc1
    5% | -28 | -4% | 0% | -39% | -8% | 54%[activator]
13) Cc1ccc(CC(=O)Nc2nc3ccccc3[nH]2)cc1C
    14% | 44 | 1% | -8% | -12% | 1% | 114%[activator]
14) Cn1c(CN2CCCC2)nc2cc(NC(=O)c3cccs3)ccc21
    -15% | 36 | 1% | -12% | -54% | -15% | 15%[2.32 µM]
15) Cc1cc(=O)oc2cc(OCC(=O)OCC(=O)NCc3ccc4c(c3)OCO4)ccc12
    -1% | -6 | 3% | -10% | -4% | -12% | -5%
16) c1ccc(CN2CCN(c3ncnc4nc[nH]c34)CC2)cc1
    -1% | 41 | -3% | ? | ? | 3% | 0%
17) CN(c1ccc(OCC(=O)NC2=NCCS2)cc1)S(=O)(=O)c1ccc(F)cc1
    0% | -31 | -1% | 0% | -12% | -2% | 29%
18) O=C(C=C=Nc1ccccc1)C(=O)N=C=Cc1ccccc1
    ? | -5 | 2% | 4% | -30% | -5% | 2%
19) CC(=O)C1=C(C)Nc2cc(C(F)(F)F)ccc2S1
    -17% | 49 | 19% | -23% | -55% | ? | 11%
20) C[C@]12CC[C@H](O)CC1=CCC1C2CC[C@@]2(C)C1CC[C@@H]2OCc1ccccc1 (stereo partly drawn)
    -9% | -21 | nt | nt | -15% | 1% | -4%

# Exported with bars between the fields: entries from further up
cpd | Molecule | HCV inh | HCMV inh | LmPK inhibitor | AmpC detergent | AmpC inh no detg | Tb PYK inh | AMA1-RON2 inh
11 | CCOC(=O)c1cn(CC)c2ccc(Br)cc2c1=O | 6% | 8 | -4% | -12% | -8% | -21% | -11%
12 | CC(/C=N/N1C(=O)CSC1=S)=C\c1ccccc1 | 5% | -28 | -4% | 0% | -39% | -8% | 54%[activator]
13 | Cc1ccc(CC(=O)Nc2nc3ccccc3[nH]2)cc1C | 14% | 44 | 1% | -8% | -12% | 1% | 114%[activator]
14 | Cn1c(CN2CCCC2)nc2cc(NC(=O)c3cccs3)ccc21 | -15% | 36 | 1% | -12% | -54% | -15% | 15%[2.32 µM]

# Later entries
# Second line of a record: HCV inh | HCMV inh | LmPK inhibitor | AmpC detergent | AmpC inh no detg | Tb PYK inh | AMA1-RON2 inh
21) Cc1ccc(CNC(=O)c2cc(-c3ccccc3C)nn2CC2CC(c3cccnc3)=NO2)cc1 (stereo not drawn)
    ? | -21 | nt | nt | 45% | -6% | -6%
22) O=C(Nc1ccc(CN2CCCCC2)cc1)Nc1ccccc1Cl
    -11% | -15 | 2% | 1% | -6% | 0% | -2%
23) CCn1c2ccccc2c2cc(NC(=O)CNCc3ccccc3OC)ccc21
    ? | 0 | 11% | -14% | 31% | 1% | ?
24) O=[N+]([O-])c1ccc(Cl)cc1N/N=C/c1ccncc1
    24% | -37 | 5% | ? | -13% | 7% | -3%
25) Cc1ccc2c(c1)N(CCCC(=O)NCc1cccnc1)C(=O)CO2
    -3%[8.37 µM] | ? | -3% | -8% | -2% | -4% | -10%
26) COC(=O)N1CCc2c(sc(NC(=O)C3=COCCO3)c2C#N)C1
    ? | -12 | nt | 0% | -38% | 2% | 22%
27) COc1ccc(CC(=O)Nc2sc3c(c2C(=O)Nc2ccc(C)cc2)CCCCC3)cc1
    nt | ? | nt | 10% | nt | -23% | nt
28) Cc1cccc(C)c1NC(=O)CNC(=O)c1ccc2c(c1)NC(=O)CS2
    11% | -6 | nt | nt | -2% | 6% | 16%
29) O=C(CCCNC(=O)c1ccc(Cl)cc1)Nc1cccc(S(=O)(=O)N2CCCCC2)c1
    ? | 0 | nt | 0% | 2% | -1% | -13%
30) NS(=O)(=O)c1ccc(CCNCC#Cc2ccccc2)cc1
    7% | 21 | -2% | -16% | -22% | 3% | 4%

# Three records picked at random from those above:
# Second line of a record: HCV inh | HCMV inh | LmPK inhibitor | AmpC detergent | AmpC inh no detg | Tb PYK inh | AMA1-RON2 inh
29) O=C(CCCNC(=O)c1ccc(Cl)cc1)Nc1cccc(S(=O)(=O)N2CCCCC2)c1
    ? | 0 | nt | 0% | 2% | -1% | -13%
28) Cc1cccc(C)c1NC(=O)CNC(=O)c1ccc2c(c1)NC(=O)CS2
    11% | -6 | nt | nt | -2% | 6% | 16%
24) O=[N+]([O-])c1ccc(Cl)cc1N/N=C/c1ccncc1
    24% | -37 | 5% | ? | -13% | 7% | -3%

# Next section:
# Second line of a record: HCV inh | HCMV inh | LmPK inhibitor | AmpC detergent | AmpC inh no detg | Tb PYK inh | AMA1-RON2 inh
31) COc1ccc(N2CCN(Cc3nc4ccccc4n3C)CC2)cc1
    7% | 0 | -1% | -13% | 32% | 7% | ?
32) CC(C)Cn1c(=O)c(C(=O)N/N=C/c2cccc(F)c2)c(O)c2ccccc21
    20µM* | ? | 0% | ? | -28% | -4% | 29%[2.32 µM]
33) N#Cc1cc2c(nc1SCC(=O)Nc1cc(Cl)ccc1Cl)C1CCN2CC1
    ? | -88* | 7% | -6% | 68%[activator] | 8% | -10%
34) COC(=O)C1=C(c2ccc(S(C)(=O)=O)cc2)C[C@@H]2CC[C@H]1N2C(=O)N1CCOCC1
    0% | -15 | nt | nt | nt | 1% | -9%
35) O=C1NC[C@H](CCCCN2C[C@H](Cc3ccccc3)N(Cc3ccccc3)C(=O)C2=O)N(CCc2ccc(O)cc2)C1=O
    nt | -4 | nt | nt | nt | 2% | 7%
36) COc1cc(OC)c(N(C)S(=O)(=O)c2cccc(C(=O)Nc3nc(C)cs3)c2)cc1Cl
    ? | 11 | nt | -16% | -21% | 2% | -12%
37) Cc1[nH]c(=O)[nH]c(=O)c1S(=O)(=O)N1CCN(c2ccccc2F)CC1
    14% | -22 | 1% | 2% | -12% | 2% | 2%
38) CCNS(=O)(=O)c1ccc(NC(=O)c2ccc(Cn3cc(Br)cn3)o2)cc1
    ? | ? | 3% | ? | -23% | -4% | 12%
39) c1cc(OCCCN2CCCCC2)ccc1CN1CCCCC1
    ? | 0 | -3% | -19% | -4% | -8% | -3%
40) COC(=O)c1ccccc1NC(=O)c1ccc2c(c1)C(=O)N(Cc1ccco1)C2=O
    5% | -28 | nt | nt | nt | 1% | 0%
41) CCc1noc(C)c1C(=O)OCC(=O)c1ccc(NC(C)=O)cc1F
    3% | -22 | nt | nt | -4% | -14% | 0%
42) O=S(=O)(c1ccccc1)N1CCN(c2cc(-c3ccccc3)nc3ncnn23)CC1
    ? | -91* | 6% | 3% | -22% | -5% | 5%
43) CCSC1=C(C#N)C2(CCCC2)C(C#N)=C(N)N1
    ? | -22 | 1% | ? | -31% | ? | -12%
44) Nc1ccc(N)c(C(=O)O)c1
    11% | nt | ? | -7% | -48% | -20% | 8.9µM*
45) CC1CCN(C(=O)CSc2nnc(CN3CCOCC3)n2-c2ccccc2)CC1
    -8% | -11 | 2% | 4% | 50% | 3% | 6%
46) CCN(C[C@H]1N[C@@](CC)(C(=O)OC)[C@H]2C(=O)N(Cc3ccccc3)C(=O)[C@@H]12)S(=O)(=O)c1ccccc1
    -2% | -4 | nt | nt | 69%[activator] | 0% | -5%
47) COc1ccc(C(=O)OCC(=O)NC23CC4CC(CC(C4)C2)C3)c(O)c1
    nt | -27 | nt | nt | nt | -6% | 5%
48) O=C(NC1CCCCC1)N1CCC(c2nc(-c3ccc(S(=O)(=O)N4CCCC4)cc3)no2)CC1
    ? | -62* | 2% | -16% | 15% | -3% | 2%
49) Cc1ccc2cc(CCNC(=O)C(C)(C)C)c(=O)[nH]c2c1
    3% | 6 | -1% | -10% | 0% | 1% | -3%

# Screening data: PubChem BioAssay, National Center for Advancing Translational Sciences (NCATS)
